# UDG counterscr – UDG inhibition counter-screen; actives 0.14% (n = 91,000); Potency, µM (top dose mostly 115 µM), for inactives: top-dose activity change, negative = inhibition, most hits filed as inhibitors; FRET deamination/UDG coupled assay, UDG read, 4 h; note: nearly all actives have a fitted effect of over 65% in size
# AID inhibitor – blocks human AID cytidine deaminase activity | Q9GZX7 | AID deamination FRET fluorescence, UDG-coupled, 4 h | Potency, µM (doses to about 115 µM), without a hit: top-dose activity change, negative = inhibition, actives largely listed as inhibitors | actives 0.32% (n = 91,000) | AID 1347428; note: nearly all actives have a fitted effect of over 25% in size
# Target sequence (Q9GZX7 whole entry, looked up): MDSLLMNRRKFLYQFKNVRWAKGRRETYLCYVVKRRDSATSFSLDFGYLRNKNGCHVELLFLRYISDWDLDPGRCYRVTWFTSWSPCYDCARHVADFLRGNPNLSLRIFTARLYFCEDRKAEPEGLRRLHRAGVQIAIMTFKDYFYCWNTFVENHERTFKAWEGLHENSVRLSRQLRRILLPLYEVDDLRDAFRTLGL
# Active calls of the source: *; ? = inconclusive; & = joins results of further samples; [ ] = dose if it differs, or a comment. Calls come from the whole dose curve; as a rule, active = well fitted curve in the direction sought with a large enough effect; inconclusive = small, poorly fitted or top-dose-only effect, or another doubt; inactive = no such curve, though single readings can be large; an effect the other way counts as inactive or inconclusive. % is set by controls: 0 for no effect and ±100 for the full control effect; potency is the fitted concentration of half-maximal effect.
SMILES,UDG counterscr,AID inhibitor
O=C(Nc1ccc(Cl)cc1)C1CCN(c2nc3ccccc3nc2C(F)(F)F)CC1,15.1%,3.9%
CCC(C)Sc1c(C)cnc2c1c(=O)n(C)c(=O)n2C (stereo not drawn),?,-17.0%
COc1ccc(C)cc1NC(=O)Cc1c(C(=O)O)c(C)cn1C,3.9%,13.7%
Oc1ccc(Nc2nc3ccccc3n3cnnc23)cc1,?,128.1%[activator]
COc1ccc(CCNC(=O)c2c[nH]n3c(=O)c(Cc4ccccc4Cl)c(C)nc23)cc1OC,-10.6%,?
CCc1ccc2ncc(S(=O)(=O)c3ccc(C)c(C)c3)c(N3CCOCC3)c2c1,-16.5%,?
CCC(=O)N1CCc2cc(Br)cc(S(=O)(=O)N3CCC(C(=O)Nc4ccccc4F)CC3)c21,-13.2%[57.5 µM],4.3%
Cc1ccc(CCNC(=O)c2ccc3[nH]c(C)c(C)c3c2)cc1,62.1%[activator],-26.6%
Cc1ccc(N2C(=O)NC(NS(=O)(=O)c3ccccc3)(C(F)(F)F)C2=O)cc1C (stereo not drawn),-1.9%,-11.3%
CNCCc1cnc(CCC(c2ccccc2)c2ccccc2)[nH]1,1.7%,-2.0%
S=C(NCCC(c1ccccc1)c1ccccc1)Nc1ccc(Cl)cc1Cl,-4.9%,-12.8%
Cc1cc(OC(C)C(=O)NCCCn2ccnc2)c2c(C)c(C)c(=O)oc2c1 (stereo not drawn),-5.5%,-0.8%
CCc1nc2ccccc2c(C(=O)OCc2ccccc2)c1C,-14.0%,-15.7%
O=C(CSc1nnc(-c2ccncc2)n1-c1ccc(F)cc1)NCc1ccc2c(c1)OCO2,8.8%,13.1%
CC(C)Oc1ccc(CNC(=O)c2cnc3sc(N4CCCCC4)nn3c2=O)cc1,-1.9%,-2.1%
Cc1cc(OCC(=O)Nc2ccc(C(=O)OC3CCCCC3)cc2)ccc1Cl,23.2%,1.8%
CCn1c(CN2CCC(C)CC2)nc2cc(NC(=O)c3ccccc3[N+](=O)[O-])ccc21,-12.2%,-20.0%
CSc1nnc(NC(=O)c2cc(=O)c3cc(Cl)cc(Cl)c3o2)s1,2.1%,-14.8%
CCn1cc(/C=C(\NC(=O)c2ccc(OC)c(OC)c2)C(=O)NCCCn2ccnc2)c2ccccc21,10.2%,40.7%[activator]
Cc1cc(C)c2c(=O)cc(CSCC(=O)Nc3nnc(C)s3)[nH]c2c1,-4.1%[57.5 µM],1.8%
COc1ccccc1NC(=O)c1sc2nc(N3CCOCC3)c3c(c2c1N)CC(C)(C)OC3,-6.8%,?
Cc1c(C(=O)COC(=O)CCCNS(=O)(=O)c2cccs2)oc2ccccc12,-1.4%,8.9%
COC(=O)C1CCN(Cc2cc(=O)oc3cc(C)c(Cl)cc23)CC1,6.4%,-6.8%
CC(NC(=O)C1CCN(S(=O)(=O)c2ccc3c(c2)oc(=O)n3C)CC1)c1ccccc1 (stereo not drawn),-7.7%,7.6%
COc1ccc(OC)c(NC(=O)Cn2c(CCC(=O)O)ccc2-c2ccccc2)c1,5.8%,6.0%

# (next part)
SMILES,UDG counterscr,AID inhibitor
Cc1ccc(C(=O)N/C(=C\c2cn(S(=O)(=O)N(C)C)c3ccccc23)C(=O)NCCCn2ccnc2)cc1,-0.2%,-13.2%
COc1cc(OC)c(C2=CCN(C(=O)COc3ccc(Cl)cc3C)CC2)c(OC)c1,-5.7%,-2.3%
Cc1c2c(nc3ccccc13)CCSC2,-3.3%,-8.7%
COc1cc(OC)cc(C(=O)NCCc2csc3nc(-c4ccccc4F)nn23)c1,23.9%,-11.8%
c1ccc(-c2nnc(CN3CCN(c4ccccc4)CC3)o2)cc1,19.1%,3.6%
CCOCCCNCc1ccc(F)cc1Cl,6.8%,2.8%
N#Cc1nc(COc2ccc(Cl)cc2)oc1N1CCCCCC1,0.1%,-18.6%
CCCn1nc(C(=O)N2CCN(c3ccccn3)CC2)c2ccccc2c1=O,-2.2%,-0.3%
Cc1ccc(Cn2cc(S(=O)(=O)c3cccc(Cl)c3)c(=O)c3cc(F)c(N4CCCCC4)cc32)cc1,-4.7%,-17.9%
CCCCCn1nc(C(=O)N2CCN(c3ccc(C(C)=O)cc3)CC2)c2ccccc2c1=O,-5.5%,?
COCCn1c(COc2ccc(C(C)(C)c3ccccc3)cc2)n[nH]c1=S,1.1%,-6.3%
CCOC(=O)c1nc(Nc2ccc(C(=O)OC(C)C)cc2)c2ccccc2n1,-4.1%&55.0%,5.8%&6.9%
Cc1c(OCC(=O)Nc2ccc(Cl)cc2)c(=O)ccn1CCO,-8.9%,0.1%
O=C(CCS(=O)(=O)c1ccccc1)N(Cc1cccnc1)c1nc2c(F)cccc2s1,2.4%,4.0%
CCOc1ccc(C(=O)Nc2ccc(-c3nc4cc(C(C)C)ccc4o3)cc2)cc1Cl,19.1%,20.9%
O=C(Nc1ccccc1)c1cccc(N2CCCS2(=O)=O)c1,3.8%,1.8%
CCc1ccc(NC(=O)[C@H](Cc2ccccc2)N2Cc3ccccc3C2=O)cc1,-0.4%,-3.9%
CCNC(=O)CN1CCN(C(=O)CCc2ncc(-c3ccc(Cl)cc3)o2)CC1,-7.5%,-6.3%
COc1ccccc1OCC(=O)Nc1ccc(-c2nc3ccccc3o2)cc1,0.4%,-1.2%
CCCCc1nc2sc3c(NCCO)ncnc3c2c2c1CCC2,6.7%,8.5%
COC(=O)c1ccccc1NC(=O)CSc1nc2nc(C)cc(C)n2n1,18.6%,20.9%
COC(=O)c1nc2n(n1)C(c1cccc(Cl)c1)C(C(=O)Nc1ccccc1OC)=C(C)N2 (stereo not drawn),1.6%,-6.6%
CCc1ccc(CNC(=O)CSCc2cnn(-c3ccccc3)c2-n2cccc2)cc1,-12.5%,?
Cc1nn(C)c2c1c(C(F)(F)F)cc(=O)n2C(C)C(=O)NCCc1ccc(Cl)cc1 (stereo not drawn),37.8%[activator],0.3%
COc1cc(OC)c(NC(=O)C(CC(C)C)N2Cc3ccccc3C2=O)cc1Cl (stereo not drawn),?,?

# Structural class, those above containing a COOH group
SMILES,UDG counterscr,AID inhibitor
COc1ccc(C)cc1NC(=O)Cc1c(C(=O)O)c(C)cn1C,3.9%,13.7%
COc1ccc(OC)c(NC(=O)Cn2c(CCC(=O)O)ccc2-c2ccccc2)c1,5.8%,6.0%

# Three compounds out of the list above, sorted by the number in AID inhibitor, high to low:
compound	AID inhibitor
O=C(CCS(=O)(=O)c1ccccc1)N(Cc1cccnc1)c1nc2c(F)cccc2s1	4.0%
c1ccc(-c2nnc(CN3CCN(c4ccccc4)CC3)o2)cc1	3.6%
Cc1ccc(N2C(=O)NC(NS(=O)(=O)c3ccccc3)(C(F)(F)F)C2=O)cc1C (stereo not drawn)	-11.3%

# Some of these compounds in order of number of heavy atoms, smallest number first:
SMILES,UDG counterscr,AID inhibitor
Cc1c2c(nc3ccccc13)CCSC2,-3.3%,-8.7%
CCOCCCNCc1ccc(F)cc1Cl,6.8%,2.8%
CCC(C)Sc1c(C)cnc2c1c(=O)n(C)c(=O)n2C (stereo not drawn),?,-17.0%
Oc1ccc(Nc2nc3ccccc3n3cnnc23)cc1,?,128.1%[activator]
O=C(Nc1ccccc1)c1cccc(N2CCCS2(=O)=O)c1,3.8%,1.8%
COc1ccc(C)cc1NC(=O)Cc1c(C(=O)O)c(C)cn1C,3.9%,13.7%
COC(=O)C1CCN(Cc2cc(=O)oc3cc(C)c(Cl)cc23)CC1,6.4%,-6.8%
Cc1cc(C)c2c(=O)cc(CSCC(=O)Nc3nnc(C)s3)[nH]c2c1,-4.1%[57.5 µM],1.8%
COC(=O)c1ccccc1NC(=O)CSc1nc2nc(C)cc(C)n2n1,18.6%,20.9%
COCCn1c(COc2ccc(C(C)(C)c3ccccc3)cc2)n[nH]c1=S,1.1%,-6.3%
CCCn1nc(C(=O)N2CCN(c3ccccn3)CC2)c2ccccc2c1=O,-2.2%,-0.3%
Cc1ccc(N2C(=O)NC(NS(=O)(=O)c3ccccc3)(C(F)(F)F)C2=O)cc1C (stereo not drawn),-1.9%,-11.3%
COc1ccc(OC)c(NC(=O)Cn2c(CCC(=O)O)ccc2-c2ccccc2)c1,5.8%,6.0%
CCc1ccc(CNC(=O)CSCc2cnn(-c3ccccc3)c2-n2cccc2)cc1,-12.5%,?
COC(=O)c1nc2n(n1)C(c1cccc(Cl)c1)C(C(=O)Nc1ccccc1OC)=C(C)N2 (stereo not drawn),1.6%,-6.6%
CCC(=O)N1CCc2cc(Br)cc(S(=O)(=O)N3CCC(C(=O)Nc4ccccc4F)CC3)c21,-13.2%[57.5 µM],4.3%
COc1ccc(CCNC(=O)c2c[nH]n3c(=O)c(Cc4ccccc4Cl)c(C)nc23)cc1OC,-10.6%,?
CCn1cc(/C=C(\NC(=O)c2ccc(OC)c(OC)c2)C(=O)NCCCn2ccnc2)c2ccccc21,10.2%,40.7%[activator]
Cc1ccc(C(=O)N/C(=C\c2cn(S(=O)(=O)N(C)C)c3ccccc23)C(=O)NCCCn2ccnc2)cc1,-0.2%,-13.2%

# (next part)
SMILES,UDG counterscr,AID inhibitor
COC(=O)c1ccc(C)c(NC(=O)c2cc(-c3cc(C)sc3C)nc3onc(C)c23)c1,-2.5%,3.2%
CC(=O)N1CCc2c(sc3c2c(=O)n(-c2ccccc2)c(=O)n3Cc2cccc(C(F)(F)F)c2)C1,-4.9%,-16.8%
NS(=O)(=O)c1ccc(N/N=C/c2cccc(C(F)(F)F)c2)c([N+](=O)[O-])c1,2.8%,-11.0%
CC(=O)Nc1ccc(S(=O)(=O)Nc2nc3ccccc3nc2Nc2ccc(N(C)C)cc2)cc1,-13.1%,-12.2%
CC(=O)[C@H]1CCC2C3CC=C4C[C@@H](OS(=O)(=O)O)CC[C@]4(C)C3CC[C@@]21C (stereo partly drawn),-9.1%,-18.6%
CCN(c1ccccc1)c1nnc(NC(=O)Nc2cccc(C(F)(F)F)c2)s1,?,?
O=C(Nc1ccc(Br)cc1)c1ccc(F)c(S(=O)(=O)N2CCc3ccccc32)c1,6.2%,7.5%
O=C(O)/C=C/c1c(F)cccc1Cl,3.6%,-4.1%
COc1ccc(CCC(C)(O)c2cc(-c3ccc(OC)cc3)no2)cc1 (stereo not drawn),-7.0%,-12.8%
O=C(NCCCN1CCN(c2ccccc2F)CC1)c1cc2c(s1)-c1ccccc1OC2,-12.3%,-27.1%
CCC(Sc1nnc(-c2ccc(OC)c(OC)c2)c(-c2ccc(OC)c(OC)c2)n1)C(=O)NC1CCCC1 (stereo not drawn),8.1%,?
COc1ccc(-n2nc3ccc(NC(=O)c4ccccc4Br)cc3n2)cc1,-3.3%,43.3%[activator]
Fc1ccc(-c2nc3cc(Cl)ccc3o2)cc1,-0.2%,-3.3%
COc1ccc(N2CCN(C(=O)Nc3ccc(Cl)cc3)CC2)cc1,-4.6%,-12.6%
Cc1cccc(C)c1-n1ncc(C(=O)NCc2ccc3c(c2)OCO3)c1C1CCN(C(=O)OC(C)(C)C)CC1,-24.2%,?
CC(C)c1ccc(NC(=O)c2ccc(CN3CC(=O)N4CCCCC4C3=O)cc2)cc1 (stereo not drawn),1.6%,-3.3%
CCC(C)NC(=O)CSc1ncnc2ccccc12 (stereo not drawn),-0.5%,0.5%
Cc1ccc(Cn2ccn(CC(=O)Nc3ccccc3C(F)(F)F)c(=O)c2=O)cc1,-2.2%[57.5 µM],6.4%
Cc1cccc(-c2nc(SCC(=O)Nc3cc(C)on3)c3c(=O)n(C)c(=O)n(C)c3n2)c1,-11.5%,-10.1%
O=C(Nc1nnc(C2CC2)s1)c1ccc(Cl)c(S(=O)(=O)N2CCCC2)c1,10.5%,1.2%
CCOc1ccccc1NC(=O)CSc1nc2c(oc3ccccc32)c(=O)n1-c1ccc(F)cc1,-5.3%,-16.3%
CC(C)CCC(C)NC(=O)c1nccnc1N (stereo not drawn),1.2%,2.1%
Cc1ccc(S(=O)(=O)N(Cc2cc3ccc(C)cc3[nH]c2=O)CC2CCCO2)cc1 (stereo not drawn),8.0%,-9.1%
Cc1ccc(NC(=O)CSc2ncnc3ccccc23)c(C)c1,5.4%,1.1%
CC(Oc1ccc(C#N)cc1)C(=O)NOCc1ccccc1 (stereo not drawn),-4.9%,-4.2%

# (list continues)
SMILES,UDG counterscr,AID inhibitor
C=CCNC(=O)NC(=O)CN(C)Cc1cccc(C#N)c1,13.4%,2.2%
O=C(CSc1ncc(CO)n1Cc1ccc(F)cc1)NCc1ccco1,4.0%,5.9%
COc1cccc(NC(=O)CCC(=O)N2Cc3ccccc3Oc3ncccc32)c1,-7.0%,-11.7%
O=C(NCc1ccc(F)cc1)c1nn(-c2ccccc2)c2c1CCC2,-2.3%,-9.4%
O=C(NC(NC(=O)c1ccccc1)c1ccc(Cl)cc1)c1ccccc1,4.1%,9.8%
CCOC(=O)c1ccc(-c2ccc(/C=C/C(=O)c3ccccc3)o2)cc1,12.6%,-5.0%
CCCCc1nc2ccccc2n2c(-c3ccc(OC)cc3)c3c(=O)n(C)c(=O)n(C)c3c12,-6.7%[57.5 µM],-8.4%[57.5 µM]
CCc1cccc(NC(=O)CSc2nnc(-c3cc4occc4n3C)n2-c2ccccc2C)c1,-8.5%,-27.5%
CC1=C(C(=O)Nc2ccccc2)C(c2ccccc2F)N=C(Nc2nc3ccccc3o2)N1 (stereo not drawn),32.4%[activator],-3.2%
CN(C1CCCCC1)S(=O)(=O)N1CCN(C(=O)Cc2ccc(Cl)cc2Cl)CC1,-22.0%,-15.4%
CC(C)Cn1cc(NC(=O)NCc2ccccc2Cl)c2ccccc2c1=O,-3.6%,89.3%[activator]
CSc1ccc(C(C)NC(=O)Cc2ccccc2C)cc1 (stereo not drawn),6.4%,-4.0%
Cc1cnc(C(=O)OCc2ccc(Cl)cc2)cn1,-4.0%,-1.7%

# Compound activity deposited in PubChem by National Center for Advancing Translational Sciences (NCATS).

# These rows are one share of the data; rates above refer to the full screens.
